TRAIL sens C8 – sensitizes caspase-8 expressing cells to TRAIL. NB7+C8 cells + TRAIL, ATPlite viability luminescence. inhibition (viability loss, TRAIL sensitization), % at 10 µM. 360,000 compounds, 1% hits;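 active = compounds causing at least 50% loss of cell viability in the single-dose screen, relative to plate controls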
Shn3 3UTR inh – Schnurri-3 reporter inhibition in Clone20 osteoblasts; Clone20 osteoblast Shn3 3'UTR firefly luciferase, 24 h; inhibition, % at 12.5 µM; 360,000 compounds, 0.52% hits;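 active = mean inhibition of at least 75% with every replicate also reaching 75%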;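 also: 0% = median of neutral control wells and 100% = pilot-screen positive control compound; some compounds past the cut are filed as inactive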
Peg3 prom inh – reduces Peg3 promoter-driven luciferase expression in HeLa; HeLa PEG-Prom luciferase reporter, luminescence, overnight; inhibition, % at 20 µM; 360,000 compounds, 1.7% hits; AID 588405;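 active = inhibition of at least 50% at 20 µM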
HIF-2a inh – HIF-2a inhibition | 786-0 RCC cells HIF-2a reporter, luciferase luminescence, overnight | inhibition, % at 18.8 µM | 360,000 compounds, 0.72% hits | AID 624352;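 active = inhibition of the luminescence signal of 40% or more relative to plate controls, in a single-dose primary screen at 18.75 µM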
TROY NFkB inh – inhibitors of TROY-dependent NF-kB signaling. Q293 LMP1-TROYcd NF-kB luciferase reporter, 4 h. inhibition, % at 10 µM. 360,000 compounds, 0.98% hits;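 active = compounds whose plate-normalised and pattern-corrected inhibition of the luciferase reporter signal at the single screening dose is 50% or more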
CF NFkB block – inhibitors of cystic fibrosis induced NF-kB; KKLEB NF-kB-GFP reporter, PAF-induced, GFP fluorescence overnight; inhibition, % at 5 µM; 360,000 compounds, 0.86% hits; AID 588850;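 active = at least 50% inhibition at 5 µM, scaled per plate between neutral and stimulator controls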;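 also: PAF is a Pseudomonas aeruginosa culture filtrate used as stimulus; plate controls were PAF-stimulated DMSO wells for no effect and unstimulated DMSO wells for full effect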
NR2E3 ag-1 – agonists of human NR2E3 nuclear receptor; CHO-S Gal4-NCOR/VP16-NR2E3 two-hybrid, luciferase; inhibition of corepressor binding, % at 3.98 µM; 360,000 compounds, 0.35% hits; AID 602229;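 active = inhibition above the mean of all tested compounds plus 3 SD, cut at about 70% in these data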;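 also: 0% = DMSO with NR2E3 transfected cells and 100% = cells lacking NR2E3 construct; higher means lower luciferase signal from less NR2E3 corepressor binding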
Target sequence (Q9Y5X4 whole entry, looked up, the tested form may be a part): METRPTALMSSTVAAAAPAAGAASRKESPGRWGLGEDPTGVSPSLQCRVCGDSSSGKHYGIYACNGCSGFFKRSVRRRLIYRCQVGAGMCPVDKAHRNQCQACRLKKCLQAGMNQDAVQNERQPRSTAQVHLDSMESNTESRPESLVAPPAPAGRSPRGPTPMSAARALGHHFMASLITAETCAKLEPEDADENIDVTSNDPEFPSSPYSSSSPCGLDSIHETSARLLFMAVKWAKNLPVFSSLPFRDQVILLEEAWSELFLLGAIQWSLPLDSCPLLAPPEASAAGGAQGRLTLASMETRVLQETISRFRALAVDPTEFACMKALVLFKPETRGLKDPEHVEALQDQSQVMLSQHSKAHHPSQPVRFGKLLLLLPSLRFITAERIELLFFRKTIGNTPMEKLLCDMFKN
TWEAK-Fn14 inh – TWEAK-Fn14 signaling inhibition. 360,000 compounds, 2% hits. TWEAK-stimulated Fn14 reporter cells, luciferase luminescence, 8 h. inhibition, % at 10 µM; in the data active = inhibition above about 50%
KKLEB tox – reduces viability of KKLEB cystic fibrosis airway cells | KKLEB CF airway cells viability, ATPlite luminescence, overnight; hits give low values; cells stimulated with P. aeruginosa culture filtrate | activity change (cytotoxicity), % at 5 µM | 360,000 compounds, 0.36% hits | AID 602141;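 active = corrected activity change at or below -50% at 5 µM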
NR2E3 ag-2 – agonists of human nuclear receptor NR2E3 | inhibition of corepressor binding, % at 4.78 µM | Q9Y5X4 | GST-NR2E3/biotin-RetCOR TR-FRET, 1536-well | AID 2300 | 320,000 compounds, 0.12% hits;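 active = percent inhibition above the cutoff of mean plus 3 SD of all tested compounds, set per screening campaign, cut at about 20% in these data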;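 also: 0% = DMSO wells and 100% = biotin wells as full block of FRET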
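Assay system: NR2E3–RetCOR corepressor complex. Quantity: 1.35 nM GST-NR2E3. Buffer or medium: pH 7.5 Tris-based buffer. Reagent: biotinylated RetCOR corepressor at 7 nM final. Schedule: 5 h at 4 °C. Detection: TR-FRET, emission read at 617 and 671 nm. Replicates: one well per compound, singlicate testing.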
MITF TRPM1 inh – inhibitors of MITF-driven TRPM1 promoter in melanoma cells | SK-MEL-5 TRPM1 promoter luciferase, 24 h | inhibition, % at 12.5 µM | 330,000 compounds, 0.83% hits;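 active = mean inhibition across replicates of 60% or more, whatever share of single replicates reaches that level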; also: values of inactives mirror those of a sister screen read the other way
* = called active by the depositor; x = no result given. An excerpt; count on the stated rates, not on these rows.

cpd | molecule | TRAIL sens C8 | Shn3 3UTR inh | Peg3 prom inh | HIF-2a inh | TROY NFkB inh | CF NFkB block
1 | CCOC(=O)N1CCN(Cc2nc3cc(NC(=O)CC(C)C)ccc3n2C)CC1 | 10 | -13 | 20 | 14 | 4 | -5
2 | C[C@H](NC(=O)OCc1ccccc1)C(=O)NNC(=O)[C@H](Cc1ccccc1)NC(=O)OC(C)(C)C | 7 | -2 | -3 | 9 | -8 | -6
3 | CC1(C(=O)NS(=O)(=O)c2cccc(F)c2)CCN1C(=O)Cc1cccs1 (stereo unspecified) | -13 | -2 | -10 | -6 | 1 | 14
4 | Cc1ccc(-n2c(CCC(=O)O)ccc2-c2cccs2)cc1 | -17 | -76 | -66 | -220 | 4 | 5
5 | Cc1ccc(S(=O)(=O)N2CCCC2)cc1C(=O)NCc1ccccc1CN1CCCC1 | 5 | -4 | -1 | 6 | 4 | -11
6 | COCCn1nnnc1C(c1cc2cc(C)cc(C)c2[nH]c1=O)N1CCN(c2ccccc2F)CC1 (stereo unspecified) | -5 | 5 | 11 | -25 | -24 | -6
7 | Nn1c(-c2ccccc2)cc(-c2ccccc2)cc1=O | -13 | -18 | -23 | -30 | -8 | 24
8 | COc1ccc(CCNS(=O)(=O)c2ccc3[nH]c(=O)[nH]c3c2)cc1 | 3 | -17 | 13 | 9 | -1 | -3
9 | CCOC(=O)c1cc(-c2ccc(C)o2)n[nH]1 | 3 | -11 | -3 | -20 | 23 | 8
10 | CC(=O)NNc1cc(N2CCOCC2)nc(N2CCOCC2)n1 | 6 | 23 | 0 | 8 | 1 | 1
11 | COc1ccc(C(=O)NCC(=O)OCCOc2ccc(Cl)cc2)cc1OC | -12 | -4 | 8 | -5 | 8 | -9
12 | O=S(=O)(NCc1ccc(Cl)cc1Cl)c1ccc(N2CCOCC2)nc1 | -12 | 14 | -1 | 14 | -12 | 11

cpd | NR2E3 ag-1 | TWEAK-Fn14 inh | KKLEB tox | NR2E3 ag-2 | MITF TRPM1 inh
1 | -27 | 19 | 4 | -2 | 6
2 | -7 | 6 | 15 | 8 | -9
3 | -2 | 0 | -6 | x | x
4 | -20 | 14 | -11 | 3 | 1
5 | -16 | 11 | 8 | -4 | -4
6 | -15 | 0 | -4 | -2 | -3
7 | 11 | 1 | -20 | 2 | -4
8 | -32 | -3 | 6 | x | -2
9 | -11 | -2 | 12 | 1 | -23
10 | -11 | -4 | -16 | 0 | x
11 | -7 | -18 | -18 | x | 2
12 | -15 | -11 | 13 | 2 | -7

Profiles, looked up by structure. Values in the order: TRAIL sens C8 | Shn3 3UTR inh | Peg3 prom inh | HIF-2a inh | TROY NFkB inh | CF NFkB block | NR2E3 ag-1 | TWEAK-Fn14 inh | KKLEB tox | NR2E3 ag-2 | MITF TRPM1 inh
`Nn1c(-c2ccccc2)cc(-c2ccccc2)cc1=O` across the screens: -13 | -18 | -23 | -30 | -8 | 24 | 11 | 1 | -20 | 2 | -4
`CC(=O)NNc1cc(N2CCOCC2)nc(N2CCOCC2)n1` across the screens: 6 | 23 | 0 | 8 | 1 | 1 | -11 | -4 | -16 | 0 | x

Additional results follow.
cpd | molecule | TRAIL sens C8 | Shn3 3UTR inh | Peg3 prom inh | HIF-2a inh | TROY NFkB inh | CF NFkB block
13 | NC(=O)c1c(NC(=O)Cn2nc(C(=O)O)c3ccccc3c2=O)sc2c1CCCC2 | -3 | 39 | 5 | -2 | 18 | 16
14 | CN(C(=O)c1cccc(NC(=O)Cc2ccc(NC(=O)C3CCN(C(=O)C4CC4)CC3)cc2)c1)C1CC1 | -3 | -18 | 8 | 5 | -6 | -5
15 | O=C(Nc1ccc(Cl)cn1)c1cccc2ccccc12 | 15 | -8 | -29 | -119 | -32 | -17
16 | Cn1c(=O)c2c(nc(NCc3ccco3)n2CC(O)COc2ccccc2)n(C)c1=O (stereo unspecified) | -5 | 39 | 28 | 27 | 0 | 1
17 | Cc1c(Cl)c([N+](=O)[O-])nn1CC(=O)N1CCN(Cc2ccccc2)CC1 | -8 | -4 | 2 | 20 | -13 | -8
18 | Cc1cc(C=C(C#N)C#N)c(C)n1-c1ccccc1 | 6 | 0 | -68 | -137 | -60 | 14
19 | FC(F)(F)c1nnc(-c2ccccc2)nc1Oc1ccc(Cl)cc1Cl | 3 | -2 | 31 | 38 | -7 | -2
20 | CN(C(=O)c1cccc(NC(=O)Cc2ccc(NC(=O)C3CCCN(S(=O)(=O)c4cccc([N+](=O)[O-])c4)C3)cc2)c1)C1CCCC1 (stereo unspecified) | 4 | -9 | 9 | -1 | -3 | -1
21 | O=C(NCc1ccccn1)c1nc(Cn2ccc([N+](=O)[O-])n2)no1 | -16 | 6 | -9 | 10 | 1 | -15
22 | CC(=O)c1cccc(N(C(=O)c2csnn2)C(C(=O)NC2CCCC2)c2ccccc2)c1 (stereo unspecified) | -17 | 7 | 8 | 5 | 5 | 6
23 | COc1cccc(-c2cccc(NC(=O)C3CCN(Cc4cccc(C)n4)CC3)c2)c1 | -24 | 8 | 13 | 6 | -6 | 3
24 | CN1CCN(C(=O)c2cc3c(=O)n4ccccc4nc3s2)CC1 | -13 | -31 | -24 | -53 | -17 | -5

cpd | NR2E3 ag-1 | TWEAK-Fn14 inh | KKLEB tox | NR2E3 ag-2 | MITF TRPM1 inh
13 | -17 | -20 | -15 | -2 | -4
14 | -11 | 7 | 6 | x | -7
15 | -41 | 3 | -2 | -1 | -2
16 | -8 | 7 | -6 | 0 | -3
17 | -22 | 1 | 0 | -2 | 8
18 | -55 | -10 | -9 | 2 | -42
19 | -8 | -12 | 8 | 4 | -2
20 | -19 | 14 | 14 | x | 16
21 | -8 | -6 | -12 | 1 | 0
22 | -15 | 7 | 3 | 1 | 8
23 | -17 | -6 | -10 | 1 | 5
24 | -13 | 6 | 4 | 2 | 3

Next part
cpd | molecule | TRAIL sens C8 | Shn3 3UTR inh | Peg3 prom inh | HIF-2a inh | TROY NFkB inh | CF NFkB block
25 | CN1CCN(C(=O)CN(C2CCCCC2)S(=O)(=O)c2ccccc2)CC1 | 14 | 8 | 2 | 18 | -4 | 2
26 | Cc1ccc(CNC(=O)COC(=O)c2ccc(S(=O)(=O)N3CCOCC3)cc2)cc1 | -6 | 11 | 8 | -7 | 10 | -25
27 | COc1ccc(N2CCN(C(=O)c3cc(=O)c4cc(Cl)ccc4o3)CC2)cc1 | -13 | -26 | 3 | 3 | -10 | -4
28 | Cc1cccc(Oc2ccccc2NS(=O)(=O)c2ccc(CCC(=O)O)cc2)c1 | 10 | 19 | 15 | 10 | -1 | 16
29 | CCc1c(C#N)c(SCCC(=O)Nc2ccc(C)cc2)nc2c1C(=O)CC(C)(C)C2 | 5 | 17 | 36 | 18 | 33 | 15
30 | Cc1c(Cl)cccc1NC(=O)CSc1ncnc2c1cnn2CCO | -13 | 6 | -9 | 10 | -27 | 18
31 | COc1ccc(C(CC(=O)N2CCCCC2)NC(=O)C(F)(F)F)cc1 (stereo unspecified) | -15 | -3 | 1 | 16 | -25 | -5
32 | CCc1cc(C(=O)OC)c(NC(=O)CN2CCN(C(=O)C3CCCO3)CC2)s1 (stereo unspecified) | -14 | -1 | 3 | 5 | 19 | -1
33 | COc1ccc(N(C(=O)c2cccc([N+](=O)[O-])c2)S(=O)(=O)c2cccs2)cc1 | -6 | 7 | 26 | -4 | 34 | 40
34 | COc1ccc(OC)c(C(=O)c2coc3ccc(O)c(CN4CCOCC4)c23)c1 | 10 | -1 | 23 | -20 | -6 | 12
35 | Cc1cccc(Cn2ccc(N)n2)c1 | -7 | -5 | 5 | 13 | -12 | -5
36 | O=C1NC[C@@H](c2ccccc2)OC(=O)[C@H](Cc2ccc(F)cc2)C/C=C\C[C@H]1CC(=O)N(CCO)Cc1ccccc1 | 14 | 20 | 26 | 8 | 13 | 0

cpd | NR2E3 ag-1 | TWEAK-Fn14 inh | KKLEB tox | NR2E3 ag-2 | MITF TRPM1 inh
25 | 10 | -1 | 7 | x | 2
26 | 7 | 15 | -6 | x | 1
27 | 14 | 12 | 9 | -3 | -1
28 | 44 | 21 | -16 | 5 | -2
29 | 9 | -15 | -6 | 4 | 3
30 | 7 | -2 | -16 | x | 4
31 | -12 | 26 | -2 | -1 | 12
32 | -16 | -8 | -14 | 1 | 4
33 | 16 | 40 | -8 | -1 | -7
34 | -14 | 28 | -8 | 1 | 4
35 | 0 | -8 | 8 | -6 | 1
36 | 16 | 15 | -5 | x | -1

Three entries out of the list, ordered by formula weight, largest number first.
cpd | molecule | TRAIL sens C8 | Shn3 3UTR inh | Peg3 prom inh | HIF-2a inh | TROY NFkB inh | CF NFkB block
26 | Cc1ccc(CNC(=O)COC(=O)c2ccc(S(=O)(=O)N3CCOCC3)cc2)cc1 | -6 | 11 | 8 | -7 | 10 | -25
32 | CCc1cc(C(=O)OC)c(NC(=O)CN2CCN(C(=O)C3CCCO3)CC2)s1 (stereo unspecified) | -14 | -1 | 3 | 5 | 19 | -1
34 | COc1ccc(OC)c(C(=O)c2coc3ccc(O)c(CN4CCOCC4)c23)c1 | 10 | -1 | 23 | -20 | -6 | 12

cpd | NR2E3 ag-1 | TWEAK-Fn14 inh | KKLEB tox | NR2E3 ag-2 | MITF TRPM1 inh
26 | 7 | 15 | -6 | x | 1
32 | -16 | -8 | -14 | 1 | 4
34 | -14 | 28 | -8 | 1 | 4

(more compounds)
cpd | molecule | TRAIL sens C8 | Shn3 3UTR inh | Peg3 prom inh | HIF-2a inh | TROY NFkB inh | CF NFkB block
37 | CCn1ccnc1CNC(=O)c1ccc(OC2CCN(C(=O)COC)CC2)cc1 | -12 | -9 | 4 | 6 | 14 | 14
38 | N#Cc1c(-c2ccccc2F)cc(-c2cccnc2)nc1N | -14 | -18 | 2 | 6 | 24 | 2
39 | O=S(=O)(NCc1ccccc1)c1ccc2c(c1)OCCO2 | 3 | 3 | 11 | 1 | 4 | 1
40 | CCCCCn1c(CN2CCCCC2CC)nc2c1c(=O)n(C)c(=O)n2C (stereo unspecified) | 18 | 19 | -2 | 18 | -2 | -3
41 | CCn1c(SCC(=O)Nc2ccc(N(C)C)cc2)nnc1-c1ccco1 | -5 | 14 | 0 | -9 | -1 | -2
42 | N#CCN(C(=O)CSc1nnc(C2CC2)n1C1CC1)c1ccccc1 | -8 | 1 | 4 | -2 | -11 | -22
43 | CCOCCCNC(=O)CNC(=S)N(Cc1ccc(C)cc1)Cc1ccco1 | -16 | 2 | 10 | 11 | 4 | -8
44 | Cc1cccc(C(=O)Nc2cccc3cccnc23)c1 | 13 | -29 | -162 | -167 | -46 | -10
45 | OC(COc1cccc(OCC(O)CN2CCCC2)c1)CN1CCCC1 (stereo unspecified) | -14 | 13 | -13 | -1 | 4 | 11

cpd | NR2E3 ag-1 | TWEAK-Fn14 inh | KKLEB tox | NR2E3 ag-2 | MITF TRPM1 inh
37 | -32 | 0 | -9 | -5 | -5
38 | 6 | 17 | -7 | 1 | 3
39 | -15 | 3 | 5 | 1 | -1
40 | -6 | 2 | -2 | -4 | -8
41 | -40 | -12 | 6 | -5 | -4
42 | -2 | 0 | -2 | x | x
43 | -3 | -2 | 2 | 5 | 6
44 | -75 | -40 | 1 | x | -20
45 | -12 | -9 | -5 | 5 | -7
